hIAP activ: human IAP activators, primary screen, biochemical, luminescence, uHTS; activation factor at 10 µM; purified human IAP, CDP-Star luminescence, 30 min; hits give high values; 1 = vehicle-only enzyme, 0 = enzyme-free background; AID 2524, 2010; Intestinal-type alkaline phosphatase (Homo sapiens), P09923; actives 0.16% (n = 330,000);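 active = activation factor of the enzyme at least 2-fold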; note: the source names both 10 and 20 µM as test concentration; values of inactives mirror those of a sister screen read the other way
mIAP activ: activators of mouse IAP, primary screen, biochemical, luminescence, uHTS. muIAP, CDP-Star luminescence, 30 min; hits give high values; 1 = vehicle-only enzyme signal, 0 = enzyme-free wells. intestinal alkaline phosphatase [Mus musculus]. AID 2805, 2010. actives 0.24% (n = 330,000). activation factor at 10 µM;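 active = activation factor of at least 2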; note: the source names both 10 and 20 µM as test concentration; values of inactives mirror those of a sister screen read the other way
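Assay system: mouse IAP enzyme; reagent: chemiluminescent substrate CDP-Star; dosing: test compounds delivered from DMSO solution; schedule: 30 min at room temperature; measured by: luminescence from enzymatic CDP-Star hydrolysis; controls: DMSO-only wells and no-enzyme negative control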
APOBEC3G inh: APOBEC3G DNA deaminase inhibitors, primary screen, biochemical, fluorescence, single-stranded DNA substrate, uHTS; inhibition, % at 20 µM; DNA dC->dU-editing enzyme APOBEC-3G (Homo sapiens), Q9HC16; AID 493012, 2011; actives 0.28% (n = 330,000); recombinant A3G, ssDNA deamination FAM/TAMRA fluorescence;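 active = inhibition of at least 40% at 20 µM, with no more than 30% in the related APOBEC3A deaminase screen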;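 note: plate controls were DMSO wells with A3G for no effect and wells lacking A3G enzyme for full effect; some compounds called inactive have numbers as strong as hits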
Target sequence (Q9HC16 whole entry, looked up): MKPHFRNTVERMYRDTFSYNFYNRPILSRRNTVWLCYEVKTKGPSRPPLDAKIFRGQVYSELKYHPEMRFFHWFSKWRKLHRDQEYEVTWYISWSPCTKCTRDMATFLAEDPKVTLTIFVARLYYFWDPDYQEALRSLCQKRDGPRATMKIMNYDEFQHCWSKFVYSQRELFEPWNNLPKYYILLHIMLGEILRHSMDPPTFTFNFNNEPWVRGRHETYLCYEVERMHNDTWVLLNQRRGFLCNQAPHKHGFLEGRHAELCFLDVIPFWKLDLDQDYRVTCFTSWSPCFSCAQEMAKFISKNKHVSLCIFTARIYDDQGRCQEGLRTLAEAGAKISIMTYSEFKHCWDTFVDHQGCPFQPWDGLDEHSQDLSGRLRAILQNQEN
hIAP block: human IAP inhibitors, primary screen, biochemical, luminescence, uHTS; actives 0.12% (n = 330,000); AID 2544, 2010; purified IAP, CDP-Star luminescence, 30 min; inhibition, % at 10 µM;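 active = inhibition reaching a set limit with compound at 10 µM in the primary screen, cut at about 35% in these data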;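 note: plate controls were DMSO wells with enzyme for no effect and no-enzyme buffer wells for full effect; values of inactives mirror those of a sister screen read the other way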
A3A deaminase: APOBEC3A ssDNA deaminase inhibitors, primary screen, selectivity assay for APOBEC3G inhibitor project, biochemical, FAM/TAMRA oligo cleavage fluorescence | actives 0.41% (n = 330,000) | recombinant A3A, FAM/TAMRA ssDNA deamination fluorescence | inhibition, % at 20 µM | DNA dC->dU-editing enzyme APOBEC-3A (Homo sapiens), P31941;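 active = at least 40% inhibition at 20 µM here, with at most 30% in a related deaminase screen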;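 note: plate controls were A3A with DMSO for no effect and wells lacking A3A enzyme for full effect; some results filed as inactive read as strong as hits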
Target sequence (P31941 whole entry, looked up): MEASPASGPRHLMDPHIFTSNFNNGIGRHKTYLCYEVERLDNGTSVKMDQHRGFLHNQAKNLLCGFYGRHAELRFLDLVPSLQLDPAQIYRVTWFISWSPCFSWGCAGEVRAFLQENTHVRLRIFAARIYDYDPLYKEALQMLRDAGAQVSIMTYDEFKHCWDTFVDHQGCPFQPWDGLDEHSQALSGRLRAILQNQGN
beta cell repl: inducers of MIN6 beta-cell proliferation, primary screen, ATP luminescence, uHTS | MIN6 cells proliferation, ATPlite luminescence, 48 h; cells starved in 0.2% serum; 100% = growth in 10% serum | proliferation, % at 10 µM | actives 0.29% (n = 330,000) | AID 2380, 2010;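 active = compounds whose signal lies at least 3.5 SD above the mean of all wells on their plate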;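 note: 0% = DMSO-treated cells in low-serum medium and 100% = 10% serum control; some compounds called inactive have numbers as strong as hits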
MPTP block: mitochondrial permeability transition pore inhibitors, primary screen, biochemical, isolated mouse mitochondria, absorbance. Ca2+ swelling absorbance, 30 min. actives 1.4% (n = 360,000). inhibition, % at 10 µM;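 active = inhibition of 50% or more, scaled per plate between neutral and stimulator controls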;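 note: 0% = DMSO wells given calcium and 100% = 1 mM EGTA wells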
mIAP inh: inhibitors of mouse IAP, primary screen, biochemical, luminescence, uHTS. intestinal alkaline phosphatase [Mus musculus]. purified mouse IAP, CDP-Star luminescence, 30 min. inhibition, % at 10 µM. actives 0.2% (n = 330,000). AID 2806, 2010;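 active = inhibition of at least 40% at 10 µM in the primary screen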;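 note: plate controls were DMSO with enzyme for no effect and no enzyme wells for full effect; values of inactives mirror those of a sister screen read the other way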
ATG4B inh: ATG4B protease inhibitors, primary screen, biochemical, fluorescence, uHTS; Cysteine protease ATG4B (Homo sapiens), Q9Y4P1; ATG4B cleavage of LC3-PLA2, NBD-HPC fluorescence, 1 h; inhibition, % at 8.33 µM; actives 0.51% (n = 340,000); AID 504462, 2011; in the data active = inhibition above about 40%
Target sequence (Q9Y4P1 whole entry, looked up): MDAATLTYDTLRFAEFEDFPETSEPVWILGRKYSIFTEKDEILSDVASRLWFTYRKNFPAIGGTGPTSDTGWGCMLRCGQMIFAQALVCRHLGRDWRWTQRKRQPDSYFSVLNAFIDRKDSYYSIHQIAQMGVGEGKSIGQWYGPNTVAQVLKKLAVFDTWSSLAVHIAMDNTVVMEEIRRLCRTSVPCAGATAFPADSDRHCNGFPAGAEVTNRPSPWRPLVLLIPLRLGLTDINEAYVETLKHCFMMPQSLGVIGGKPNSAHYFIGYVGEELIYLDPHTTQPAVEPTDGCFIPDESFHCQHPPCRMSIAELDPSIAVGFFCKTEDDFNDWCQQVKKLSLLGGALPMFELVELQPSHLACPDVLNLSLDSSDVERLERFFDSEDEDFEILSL
* marks the source's active call; other numbers are inactive results; nt = not tested or not shown.

smiles	hIAP activ	mIAP activ	APOBEC3G inh	hIAP block	A3A deaminase	beta cell repl	MPTP block	mIAP inh	ATG4B inh
CC(=O)OC[C@]1(OC(C)=O)C[C@@]23CC[C@H]4[C@@](C)(CCC[C@@]4(C)C(=O)O)[C@@H]2CC[C@@H]1C3	1.1	1	-10	-6	0	-2	0.8	-2	2
C=CCN1C(=O)C2(C(C(=O)c3ccc(C)o3)=C(O)C(=O)N2CCCN2CCOCC2)c2ccccc21 (centres undefined)	0.99	0.96	0	1	0	1	-2.2	4	-5
COc1cc(C(=O)NC2CCCCC2)ccc1OCc1ccc(Cl)cc1Cl	1	1.2	2	-1	0	0	16	-15	-4
CCCOc1ccc(/C=C/C(=O)Nc2ccc([N+](=O)[O-])cc2C)cc1	0.99	0.65	2	1	6	-2	1.0	35	-12
CC(C)C(=O)NC(=S)Nc1ccccc1C(F)(F)F	1	0.88	3	0	3	1	4.2	12	-7
COc1cc(OC)cc(C(=O)Nc2cccc3c2CCCC3)c1	0.98	1.2	-2	2	-7	-2	-0.7	-18	8
CCCCCOc1ccc(C(=O)C(c2ccccc2)N2CCOCC2)cc1 (centres undefined)	1	1	0	-2	-1	-6	1.0	-5	-15
COc1cc(NC(=O)Cn2c(=O)n(CC3CCCO3)c(=O)c3cc(OC)c(OC)cc32)cc(OC)c1 (centres undefined)	1	1	1	0	4	-1	0.2	-5	5
C=CCN1c2ccc(Br)cc2C(=O)CS1(=O)=O	1	0.88	-8	-2	0	-7	1.5	12	-2
Cc1ccc(S(=O)(=O)N2C[C@@H]3[C@H]4CC[C@H](C4)[C@@H]3[C@@H](C)[C@@H]2c2ccco2)cc1	nt	1.1	2	nt	1	nt	-2.1	-11	0
O=S(=O)(Nc1cccc(-c2cn3cccnc3n2)c1)c1ccc(Cl)cc1	0.92	1	-7	8	2	0	-0.4	-1	-6
Cc1c(NS(=O)(=O)c2ccc(Cl)c(C(=O)OC(C)C(=O)NCc3ccco3)c2)c(=O)n(-c2ccccc2)n1C (centres undefined)	1	1	-1	0	-1	0	0.0	-1	-3
CC(=O)C1=C(O)C(=O)N(c2nnn(C)n2)C1c1cccs1 (centres undefined)	1	0.92	-3	-3	-1	-4	-2.3	8	6
CC(OC(=O)/C=C/c1ccc2ccccc2n1)C(=O)NCc1ccccc1 (centres undefined)	0.9	0.88	-4	10	0	-3	-1.4	12	-3
COC(=O)Cn1c(=O)n(CCc2ccccc2)c(=O)c2c3c(sc21)CCCC3	0.91	1	-6	9	-1	-2	-1.1	-1	16

Carrying on:
smiles	hIAP activ	mIAP activ	APOBEC3G inh	hIAP block	A3A deaminase	beta cell repl	MPTP block	mIAP inh	ATG4B inh
O=C(NC1CCCC1)c1ccc(COCC(F)(F)C(F)F)o1	1.1	1.1	-5	-9	3	-4	-0.7	-12	23
C[C@H](NC(N)=O)C(=O)OCC(=O)NCc1cccs1	1.1	1	13	-6	5	1	-0.3	0	4
O=S(=O)(c1cnc[nH]1)N1CCc2ccccc21	1	0.96	-3	-4	0	-3	9.4	4	-4
CCCCOC(=S)NC(=O)c1sc2ccccc2c1Cl	1	0.83	2	-3	0	-5	-0.6	17	12
Cc1cc(C)n2c(SCC(=O)Nc3c(C)n(C)n(-c4ccccc4)c3=O)nnc2n1	1	1.1	2	-1	8	-3	-0.7	-6	-7
CCOCCOC(=O)C1=C(C)N(C)C(=O)NC1c1ccccc1Cl (centres undefined)	0.94	1	-3	6	3	-1	-3.0	0	7
CC1CCCC(N2C(=O)NC(NC(=O)c3ccco3)(C(F)(F)F)C2=O)C1C (centres undefined)	0.98	1.2	-6	2	-3	0	0.0	-18	-6
CN(CC(=O)Nc1ccc(F)cc1)C(=O)COC(=O)CN1C(=O)NC2(CCCC2)C1=O	1.2	1.1	-7	-23	-3	-5	-0.2	-7	2
Cc1sc2ncnc(N3CCC(C(=O)NCC(=O)Nc4ccc(F)c(F)c4)CC3)c2c1C	1.3	1	-2	-25	-2	-4	2.8	-2	-4
CCCCn1c(N)c(N(CCC(C)C)C(=O)C2=COCCO2)c(=O)[nH]c1=O	1.1	1.1	-4	-13	-2	-2	0.7	-7	1
Cc1cccnc1NC(=O)NC(=O)c1ccc(C(C)(C)C)s1	0.83	1	-7	17	1	-2	0.3	-5	0
COc1ccc(-c2noc(C3CCCN(S(=O)(=O)c4cccc(Cl)c4)C3)n2)cc1OC (centres undefined)	0.89	0.9	-5	11	-5	-3	0.2	10	-6
Cc1cc(C)nc(NS(=O)(=O)c2ccc(NC(=O)CN3C(=O)C4CC=CCC4C3=O)cc2)n1 (centres undefined)	0.9	0.85	-4	10	2	-2	0.0	15	-3
COC(=O)C1=C(C)N(c2cccc(Cl)c2)C(=O)C1	1	0.95	-6	-5	-3	0	0.7	5	-4
COc1ccc(N(C)C(=O)Cc2c(C(=O)O)[nH]c3ccccc23)cc1	0.93	0.96	-5	7	-3	-2	-0.5	4	1

Pulled by structure from above:
smiles	hIAP activ	mIAP activ	APOBEC3G inh	hIAP block	A3A deaminase	beta cell repl	MPTP block	mIAP inh	ATG4B inh
COc1ccc(-c2noc(C3CCCN(S(=O)(=O)c4cccc(Cl)c4)C3)n2)cc1OC (centres undefined)	0.89	0.9	-5	11	-5	-3	0.2	10	-6
Cc1cc(C)nc(NS(=O)(=O)c2ccc(NC(=O)CN3C(=O)C4CC=CCC4C3=O)cc2)n1 (centres undefined)	0.9	0.85	-4	10	2	-2	0.0	15	-3

Remaining list, next part.
smiles	hIAP activ	mIAP activ	APOBEC3G inh	hIAP block	A3A deaminase	beta cell repl	MPTP block	mIAP inh	ATG4B inh
Cc1ccc(S(=O)(=O)N(CC(=O)NCc2ccccn2)c2ccc(Cl)cc2)cc1	0.97	1.1	3	2	2	0	-3.5	-8	-8
CCOc1ccccc1CSc1nc2ccccc2[nH]1	0.91	1.1	-1	9	-1	0	5.1	-13	18
CCc1c(C)sc(NC(=O)c2cc(CC(C)C)on2)c1C#N	1.1	0.9	0	-8	-1	0	4.0	10	-1
CCOc1ncccc1C(=O)Nc1cccc(S(=O)(=O)N2CCOCC2)c1	0.94	0.99	-6	6	-2	2	-2.5	1	-15
CCn1ccnc1CNC(=O)c1ccc2oc(C(C)C)nc2c1	1.2	0.9	-9	-20	0	0	-0.3	10	-11
CCCCOc1ccc(C(=O)N2CCCC2C(=O)O)cc1 (centres undefined)	0.99	0.93	-5	1	-2	-2	-9.6	7	-3
COCc1cc(=O)n2[nH]c(-c3ccco3)cc2n1	1.1	0.95	6	-7	7	-2	1.3	4	12
O=C(COC(=O)CCN1C(=O)C2CC=CCC2C1=O)NCCc1ccc(F)cc1 (centres undefined)	0.95	1.2	-7	5	10	1	-0.1	-15	-10
COc1ccc(OC)c(NC(=O)NCc2ccc(F)cc2)c1	1.3	1.1	-8	-26	-3	-4	0.3	-14	35
Cc1ccc(CNC(=O)CCc2c(C)[nH]c(=O)c(C#N)c2C)cc1	0.95	1.1	-4	5	3	-3	-0.4	-6	2
Cc1ccc2c(c1)C1(SCCS1)C(=O)N2	0.85	0.92	-8	15	-2	0	-2.7	8	-10
O=C(COC(=O)c1cc(-c2cccs2)nc2ccccc12)NCc1ccco1	0.94	0.88	15	6	32	-1	-1.0	12	-9
O=C(COC(=O)c1ccco1)Nc1ccc(Br)cc1	1.1	1.2	-6	-8	-3	0	0.5	-16	-2
COc1ccc(N2CCN(S(=O)(=O)c3c(C)[nH]c(C)c3C(=O)N3CCCC3)CC2)cc1	1	1.1	4	-4	-2	-1	-2.7	-7	3
Cc1ccc(NC(=O)CS(=O)CC(=O)N(C(C)C(=O)NC2CCCCC2)C(C)(C)C)cc1 (centres undefined)	0.99	1.1	0	1	0	0	-1.8	-6	-8

(continued)
smiles	hIAP activ	mIAP activ	APOBEC3G inh	hIAP block	A3A deaminase	beta cell repl	MPTP block	mIAP inh	ATG4B inh
O=c1oc(-c2ccccc2)nc2c1cnn2-c1ccccc1	0.92	0.98	-5	8	-1	0	-0.6	2	-3
Cn1c(N)c(C(=O)COC(=O)c2ccccc2C(F)(F)F)c(=O)n(C)c1=O	1.1	0.99	-2	-14	2	1	-0.3	1	-7
O=C(Nc1nccs1)c1cn(-c2ccccc2)nc1-c1ccncc1	0.91	0.9	-2	9	-1	0	-1.5	10	-7
CCOC(=O)C1=NN(C(=O)c2ccc(OC)cc2)C(O)(c2ccc(Cl)cc2)C1 (centres undefined)	1.2	0.81	2	-18	-2	-4	6.6	19	-9
N#C/C(=C\c1ccc(OCC(N)=O)cc1)S(=O)(=O)c1ccccc1	0.98	0.9	-5	2	-4	1	-1.4	10	26
Cc1cc(C)c(S(C)(=O)=O)c(N(C)N)n1	0.85	0.99	-1	15	2	2	-2.3	1	-7
COc1ccc(C(=O)Nc2c(-c3cccs3)c(=O)c3ccccc3n2C)cc1	0.91	0.97	-6	9	-2	-1	2.2	3	-5
N#CCCNC(=O)Cn1c(COc2ccc(Cl)cc2)nc2ccccc21	0.93	0.95	-4	8	4	1	0.1	5	6
COc1ccc(C(=O)Nc2ccccc2C(=O)N/N=C/c2cccc3ccccc23)cc1	1.1	1	-1	-14	-1	-6	9.5	-4	4
O=C(/C=C/c1ccccc1Cl)N(Cc1ccc(Cl)cc1)C1CCS(=O)(=O)C1 (centres undefined)	0.95	0.84	-2	5	-2	0	-1.6	16	8
COc1ccc(CC(=O)c2ccc(O)cc2O)cc1OC	1	1	-2	-2	0	3	1.9	-1	-11
COc1ccc2nc(COC(=O)c3cccs3)c(C(C)=O)[n+]([O-])c2c1	1	0.87	32	-2	61	-3	0.3	13	-7
